High-throughput results as filed in PubChem BioAssay.
K1F lysis inhibition: inhibition of K1F phage lysis, E. coli UTI89, bacterial capsule biogenesis inhibitors, alamar blue (AID 488966) | E. coli UTI89 K1F phage lysis, alamar blue, 2 h; higher % means a stronger effect | inhibition, % at 100 µM; hits with a dose series show IC50 in µM | actives 0.02% (n = 340,000);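 active = phage lysis inhibition, versus mean bacterial control, above a set limit; inconclusive = no clear call, values can overlap the other calls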;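 also: capsule biogenesis inhibitors block K1F phage lysis so surviving cells raise fluorescence; higher fluorescence means more inhibition of phage lysis; actives were called in the ten point dose series up to 300 µM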
RSV CPE inhibition: inhibition of RSV-induced cytopathic effect – HEp-2 cells, primary 10 µM value included (AID 2391) | HEp-2 cells, RSV-induced CPE inhibition; higher % means a stronger effect | one-dose CPE inhibition, % at 10 µM; IC50 in µM for titrated hits | actives 0.13% (n = 310,000); in the data active = a potency from the dose series; inconclusive = CPE inhibition mostly from about 23% at the one dose, without a potency; inactive = the rest, 99 in 100 with CPE inhibition below about 21%; also: strong numbers were not always called active
WT yeast gro inh: growth inhibition of WT yeast, mitochondrial fusion screen | mitochondrial fusion phenotypic screen, WT strain | inhibition, % at 10 µM | actives 2.1% (n = 190,000); in the data active = inhibition above about 58%; tested in S. cerevisiae
GPR35 antagonists: inhibition of zaprinast-stimulated GPR35 beta-arrestin translocation – imaging, U2OS, beta-arrestin-GFP, zaprinast agonist, primary screen (AID 2058); U2OS GPR35 beta-arrestin-GFP translocation imaging, zaprinast antagonism; higher % means a stronger effect; inhibition, % at 10 µM; hits with a dose series show IC50 in µM; actives 0.052% (n = 290,000);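 active = inhibition of at least 50% with at least 30 cells and total cytoplasm GFP at most 10,000,000; inconclusive = under 30 cells or total GFP of 10,000,000 plus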
LYP inhibition: PTPN22 lymphoid phosphatase activity blockers – biochemical, fluorescence intensity, uHTS (AID 1779) | actives 0.054% (n = 290,000) | one-dose inhibition, % at 11.5 µM; IC50 in µM for titrated hits | recombinant LYP phosphatase, fluorescence intensity; higher % means a stronger effect; in the data active = inhibition above about 50%;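 also: plate controls were vehicle with enzyme for no effect and no enzyme for full effect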
NS5 inhibitors: flavivirus cap methylation enzyme inhibition – biochemical, confirmation dose response, primary screen (AID 588689). Dengue-2 NS5 methyltransferase capping enzyme assay, biochemical; higher % means a stronger effect. inhibition, % at 25 µM; hits with a dose series show IC50 in µM. actives 0.3% (n = 340,000); in the data active = a potency from the dose series; inconclusive = inhibition above about 29% without an active follow-up result
AID2073: inhibitors of Mint1-CaV2.2 protein interaction, biochemical, HTRF (AID 2073); HTRF protein-protein interaction, Mint1-CaV2.2; higher % means a stronger effect; inhibition, % at 20 µM, or IC50 in µM where a hit was titrated; actives 0.19% (n = 290,000); in the data active = inhibition mostly above about 51%, no sharp cut-off; inconclusive = no clear call, values can overlap the other calls; inactive = mostly below about 53%; also: some results filed as inactive read as strong as hits
Autophagy HCS: autophagy modulation, high-content screen; MEF GFP-LC3 puncta imaging; test concentration mostly 10 µM; calls only at 10 µM (by protocol); actives 0.98% (n = 190,000); AID 463193;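 active = percentage of spot-positive cells more than 3 SD above its plate mean, without a fluorescence outlier flag or 80% toxicity; inconclusive = no clear call, values can overlap the other calls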;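 also: spot-positive cell cutoff set from DMSO-treated cells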
NTR1 ag: NTR1-driven beta-arrestin-GFP spot formation – imaging, U2OS cells, high content, primary screen (AID 493036). agonist mode. actives 0.17% (n = 330,000). P30989. activation, % at 20 µM;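 active = activation at or above 40% of the spot to cytoplasm intensity ratio, with at least 20 cells analyzed; inconclusive = wells under 20 cells, flagged as cytotoxic or low count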;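 also: 0% = DMSO without peptide and 100% = 100 nM NTR1 peptide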
Target sequence (P30989 whole entry, looked up): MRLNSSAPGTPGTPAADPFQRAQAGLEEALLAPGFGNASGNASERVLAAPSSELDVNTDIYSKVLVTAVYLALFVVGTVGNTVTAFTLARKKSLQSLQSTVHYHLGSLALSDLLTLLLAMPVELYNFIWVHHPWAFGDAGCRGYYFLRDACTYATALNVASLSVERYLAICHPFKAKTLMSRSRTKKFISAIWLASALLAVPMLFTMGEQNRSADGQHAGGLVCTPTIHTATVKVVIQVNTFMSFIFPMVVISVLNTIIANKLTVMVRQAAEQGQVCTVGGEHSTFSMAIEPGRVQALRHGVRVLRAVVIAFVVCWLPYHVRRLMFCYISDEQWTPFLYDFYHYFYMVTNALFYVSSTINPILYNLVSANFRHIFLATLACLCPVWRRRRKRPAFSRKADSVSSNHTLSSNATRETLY
WT yeast gro inh mutant strain: second read-out of WT yeast gro inh, no call of its own (marks repeat the call); inhibition, %; mitochondrial fusion phenotypic screen, mutant strain inhibition
Autophagy HCS cell loss 18 h: second read-out of Autophagy HCS, no call of its own (marks repeat the call); toxicity, %; measured here: cell loss, nuclei count;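 cell loss after 18 h compound exposure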
NTR1 ag cell count 20 µM: recorded beside NTR1 ag, whose call it bears; cell count; measured here: cell count, cytotoxicity flag
NS5 inhibitors pilot replicate: also measured in NS5 inhibitors; calls as there; inhibition, %; measured here: pilot screen replicate inhibition
The depositor's hits bear a star; i = inactive; u = inconclusive; x = not tested or not shown; [ ] = dose if it differs, or a comment.

SMILES	K1F lysis inhibition	RSV CPE inhibition	WT yeast gro inh	WT yeast gro inh mutant strain	GPR35 antagonists	LYP inhibition	NS5 inhibitors	AID2073	Autophagy HCS	Autophagy HCS cell loss 18 h	NTR1 ag	NTR1 ag cell count 20 µM	others
Clc1ccccc1Cn1nnc2ccccc21	0.0%	1.1%	x	x	2%	-9%	3%	13%	x	x	-0.9	55
Cc1onc(-c2ccccc2)c1C(=O)Nc1nc(-c2ccc(F)c(F)c2)cs1	4.5%	4.8%	43	50	-6%	1%	-2%	23%	i	6	0.9	53
Cc1noc(C)c1CSCC(=O)N(CCC(C)C)c1c(N)n(Cc2ccccc2)c(=O)[nH]c1=O	0.8%	0.9%	x	x	12%	-4%	-2%	10%	x	x	-0.6	52
c1ccc2nc(N3CCOCC3)c(N3CCOCC3)nc2c1	1.2%	1.0%	18	23	6%	-7%	-4%	-8%	i	7	1.5	35
CCCCN(CC)CCNC(=O)c1cc2c(-c3ccccc3F)nn(C)c2s1	0.2%	-1.3%	x	x	16%	-13%	-7%	23%	x	x	0.7	81
CCN(CC(=O)NCc1cccs1)C(=O)c1cccc(S(=O)(=O)NCc2ccccc2)c1	-1.3%	-0.7%	x	x	x	x	-4%	x	x	x	-0.3	46
O=C(CSc1ccc2ccccc2c1)NCCCN1CCCC1=O	0.0%	0.6%	-9	-7	-1%	-4%	4%	0%	i	-15	0.9	87
Cc1cc(=O)n2nc(N3CCCC3C(=O)NCc3ccccn3)sc2n1 (stereo not given)	1.5%	0.7%	19	14	13%	0%	-3%	0%	i	2	-0.1	43
CCN1CCN(Cc2cc(=O)oc3ccc(C)cc23)CC1	0.6%	0.2%	x	x	-8%	-11%	8%	6%	x	x	0.3	53
Nc1nc(N)c2sc3nc(C(F)(F)F)cc(C(F)(F)F)c3c2n1	-0.6%	17%	-4	-24	-12%	2%	-2%	19%	i	-11	0.0	86
Cc1ccc2c(c1)N(CC(=O)Nc1ncccc1C)C(=O)C(C(C)C)O2 (stereo not given)	0.1%	0.8%	x	x	7%	-4%	3%	-3%	x	x	-0.1	64
CN1CCN(Cc2c(O)ccc3cc(Br)ccc23)CC1	x	1.3%	6	-2	16%	0%	x	-28%	i	18	0.3	79
O=C1Oc2ccccc2C(=O)/C1=C/c1ccccc1O	0.2%	0.3%	-3	8	8%	-6%	25µM*	15%	i	11	0.2	68
O=C(COc1cc(O)c2c(=O)cc(-c3ccccc3)oc2c1)c1ccc(F)cc1	0.1%	7.1%	11	-6	-9%	-2%	-3%	4%	i	6	4.0	54
COc1ccc2cc(C(=O)CS(=O)(=O)c3ccccc3)c(=O)oc2c1	2.3%	2.6%	x	x	10%	-21%	11%	3%	x	x	0.7	82
COCCn1c(SCC(=O)Nc2ccc(C)cc2)nc2c(oc3ccccc32)c1=O	11%	3.8%	3	-4	15%	-3%	-3%	29%	i	30	4.8	58
CC(C)OCCCNc1nc2c([nH]1)c(=O)n(C)c(=O)n2C	1.3%	-1.1%	5	26	-2%	-7%	4%	11%	i	13	1.3	67
COc1cc(NS(=O)(=O)c2ccc(N/C=C\C(=O)c3ccc(OC)c(OC)c3)cc2)nc(OC)n1	0.3%	4.2%	-9	-10	-7%	-3%	1%	-2%	i	7	-0.4	72
CCn1c(SC)nnc1C1CCCN(CC(=O)Nc2ccccc2N2CCOCC2)C1 (stereo not given)	-0.8%	5.9%	x	x	7%	-8%	-2%	6%	x	x	0.3	46
Nc1nc(SCC(=O)NC2CCCCC2)n[nH]1	0.1%	1.1%	x	x	-9%	-9%	2%	15%	x	x	-1.2	60
C=CCn1c(=NC(=O)C2COc3ccccc3O2)sc2cc(S(N)(=O)=O)ccc21 (stereo not given)	0.8%[50 µM]	3.0%	-17	-14	1%	-3%	-4%	-4%	i	-2	7.1	70
COC(=O)c1cc(NC(=O)c2ccco2)ccc1N1CCOCC1	1.0%	x	x	x	-11%	-8%	-3%	2%	x	x	-0.9	38
Cn1c(SCC(=O)OC2CCCCC2)nnc1-c1ccco1	1.1%	0.3%	-12	-10	-5%	-5%	0%	2%	i	-1	-1.2	55
Cc1ccnc(NS(=O)(=O)c2ccc(NC(=O)CN3C(=O)CCC3=O)cc2)n1	0.0%	0.3%	-6	-17	3%	-8%	-13%	-1%	i	29	-1.3	83
CN(CC(=O)NC(=O)NCc1ccco1)CC(=O)Nc1ccccc1Cl	x	2.4%	x	x	7%	-2%	x	34%	x	x	-0.1	51
Cc1ccc(C(=O)N2CCOCC2)cc1S(=O)(=O)N1CCCCC1	0.5%[50 µM]	0.0%	x	x	-2%	-10%	-1%	1%	x	x	-0.3	56
CCn1cc(C(=O)NCCCOC)c(=O)c2cc(S(=O)(=O)N3CCCC3)ccc21	-0.1%	1.3%	x	x	-11%	-4%	-10%	4%	x	x	-1.1	61
S=C(NCCCCNC(=S)NCc1ccccc1)NCc1ccccc1	0.2%	0.3%	x	x	3%	2%	-4%	-24%	x	x	-0.4	64
Cc1c(C(=O)N2CCN(c3ccccn3)CC2)oc2ccccc12	-0.6%	0.0%	1	11	15%	-3%	0%	3%	i	-7	0.7	69
O=C(NCc1cccc(F)c1F)C1CCC(=O)N(C2CC2)C1 (stereo not given)	1.4%[50 µM]	0.4%	x	x	-3%	-9%	-5%	31%	x	x	-0.4	71
CSc1nc(NCCCN(C)C)c2c3c(sc2n1)CN(C)CC3	1.2%[50 µM]	-0.6%	x	x	-4%	-8%	x	-8%	x	x	2.2	85
c1ccc2[nH]c3cc4ncnc4cc3nc2c1	0.0%	4.8%	-9	-12	2%	-8%	x	15%	i	27	-1.2	75
O=S(=O)(Nc1cccc(S(=O)(=O)N2CCCC2)c1)c1cccc(Br)c1	0.2%[50 µM]	0.4%	x	x	x	x	-2%	x	x	x	-0.6	65
O=C1C(Cl)=C(NCCN2CCCCC2)C(=O)c2ccccc21	0.0%	-1.7%	4	10	-8%	-10%	-2%	-6%	i	53	3.1	74
O=C(NCc1ccc(F)cc1)C(c1ccccc1)c1ccccc1	0.0%	-0.3%	x	x	1%	-2%	-5%	17%	x	x	0.8	51	NS5 inhibitors pilot replicate=-5.2
Cc1ccccc1-n1c(C)nnc1SCC(=O)N1CCc2ccccc2C1	-0.1%[50 µM]	2.3%	-34	-17	-2%	-9%	-6%	4%	i	1	0.9	66

Filtered by structure: the entries above containing bromine
SMILES	K1F lysis inhibition	RSV CPE inhibition	WT yeast gro inh	WT yeast gro inh mutant strain	GPR35 antagonists	LYP inhibition	NS5 inhibitors	AID2073	Autophagy HCS	Autophagy HCS cell loss 18 h	NTR1 ag	NTR1 ag cell count 20 µM	others
CN1CCN(Cc2c(O)ccc3cc(Br)ccc23)CC1	x	1.3%	6	-2	16%	0%	x	-28%	i	18	0.3	79
O=S(=O)(Nc1cccc(S(=O)(=O)N2CCCC2)c1)c1cccc(Br)c1	0.2%[50 µM]	0.4%	x	x	x	x	-2%	x	x	x	-0.6	65

Looked up one by one from the list above:
SMILES	K1F lysis inhibition	RSV CPE inhibition	WT yeast gro inh	WT yeast gro inh mutant strain	GPR35 antagonists	LYP inhibition	NS5 inhibitors	AID2073	Autophagy HCS	Autophagy HCS cell loss 18 h	NTR1 ag	NTR1 ag cell count 20 µM	others
O=C(NCc1cccc(F)c1F)C1CCC(=O)N(C2CC2)C1 (stereo not given)	1.4%[50 µM]	0.4%	x	x	-3%	-9%	-5%	31%	x	x	-0.4	71
CCn1cc(C(=O)NCCCOC)c(=O)c2cc(S(=O)(=O)N3CCCC3)ccc21	-0.1%	1.3%	x	x	-11%	-4%	-10%	4%	x	x	-1.1	61
c1ccc2[nH]c3cc4ncnc4cc3nc2c1	0.0%	4.8%	-9	-12	2%	-8%	x	15%	i	27	-1.2	75
O=C1C(Cl)=C(NCCN2CCCCC2)C(=O)c2ccccc21	0.0%	-1.7%	4	10	-8%	-10%	-2%	-6%	i	53	3.1	74

(more compounds)
SMILES	K1F lysis inhibition	RSV CPE inhibition	WT yeast gro inh	WT yeast gro inh mutant strain	GPR35 antagonists	LYP inhibition	NS5 inhibitors	AID2073	Autophagy HCS	Autophagy HCS cell loss 18 h	NTR1 ag	NTR1 ag cell count 20 µM	others
Cc1ccc(C(=O)OCC(=O)Nc2ccccc2)cc1S(=O)(=O)N1CCCCC1	0.3%[50 µM]	1.1%	x	x	x	x	7%	x	x	x	1.7	89
Cc1cc(C)cc(NS(=O)(=O)c2ccc3c(c2)c(=O)n(C)c(=O)n3C)c1	-0.2%	17%	-9	-12	-4%	-5%	-5%	-3%	i	5	0.1	54
COc1ccc(C(=O)N/N=C/C(=O)c2ccccc2)cc1	0.2%	x	x	x	5%	-3%	-1%	15%	x	x	2.1	75
C[C@H]1CC[C@]2(O[C@@H](CCO)C[C@H](O)[C@H]2O)O1	0.5%	0.1%	x	x	x	x	-5%	x	x	x	-0.8	68
Cc1nnc(NC(=O)CSc2nnc(NC(=O)C(C)(C)C)s2)s1	-0.3%	2.4%	-1	3	-10%	-12%	-10%	16%	i	15	0.8	45
O=C(c1c(O)c2ccccc2oc1=O)C1CCCCC1	0.1%	2.8%	11	12	-2%	-9%	-4%	-4%	i	0	1.1	92
O=C1c2ccccc2C(=O)N1c1ccc(Cl)cc1	x	0.1%	-3	2	7%	-10%	x	-3%	i	-6	-0.8	72
O=C(Cc1cccs1)Nc1nnc(-c2ccccc2)s1	0.1%	0.4%	-14	-3	-3%	0%	-9%	11%	i	21	0.0	42
COc1ccc(CCNC(=O)CSc2nc(O)c(CC(C)C)c(=O)[nH]2)cc1OC	0.1%	0.7%	16	12	6%	-4%	x	-1%	i	2	0.4	56
CN1CC(=O)N(CC(=O)NCc2ccc3c(c2)OCO3)C1=O	2.3%	0.0%	8	19	10%	-6%	0%	0%	i	1	-1.5	88
CC(C)CC(c1nnnn1CCc1ccccc1)N1CCC(C(N)=O)CC1 (stereo not given)	0.8%	1.3%	-22	0	-4%	-5%	-3%	-8%	i	16	-0.4	43
CC(=O)C1(O)C(C)CC2C3CCC4CC(O)CCC4(C)C3=CCC21C (stereo not given)	2.5%	3.5%	12	6	19%	-2%	-3%	-3%	i	15	1.8	59
CCN(CC)C(=O)CSc1nc2sc3c(c2c(=O)n1-c1ccc(C)cc1)CC(C)(C)SC3	4.6%	u	1	-20	-4%	-10%	-3%	15%	i	-7	5.6	51
O=C(CSc1nnc(COc2ccc(Br)cc2)o1)NC1CCCCC1	1.7%	0.3%	x	x	4%	-6%	-11%	-4%	x	x	-0.6	56
O=C1c2ccccc2C(=O)N1OCc1ccccc1[N+](=O)[O-]	0.0%	-1.2%	-11	-1	-9%	-8%	-1%	-4%	i	-8	-0.2	18
CCc1ccc(CNC(=O)c2cc3c(C)nc4ccccc4c3o2)cc1	-0.4%	19%	35	19	-11%	-2%	-3%	12%	x	x	10	35
